NLRP3 yeast inh – inhibitors of NALP3 inflammasome in yeast; Yeast reconstituted NLRP3/ASC/caspase-1, beta-gal luminescence, 24 h; inhibition, % at 10 µM; 330,000 compounds, 0.39% hits;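 active = inhibition of 50% or more; inactive = inhibition below 50%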;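 note: plate controls were induced DMSO wells for no effect and uninduced yeast grown without galactose for full effect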
Apaf-1 inh – human Apaf-1 inhibition | inhibition, % at 20 µM | 330,000 compounds, 0.71% hits | reconstituted apoptosome caspase-3 activity, DEVD-Rh110 fluorescence | O14727; active = inhibition of at least 40% at 20 µM;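 note: plate controls were DMSO wells for no effect and DEVD-CHO caspase inhibitor wells for full effect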
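Material: cell-free apoptosome with Apaf-1, procaspase-3 and caspase-9; Buffer or medium: Hepes pH 7.5 with detergent and BSA; Reagent: cytochrome c trigger plus (Z-DEVD)2-Rh110 caspase-3 substrate; Times: compound with Apaf-1, dATP, procaspase-3 30 min, then 50 min reaction, room temperature; Technique: Rh110 fluorescence intensity.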
mIAP inh – mouse IAP inhibition; inhibition, % at 10 µM; purified mouse IAP, CDP-Star luminescence, 30 min; 330,000 compounds, 0.2% hits;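 active = inhibition of at least 40% at 10 µM in the primary screen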;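 note: plate controls were DMSO with enzyme for no effect and no enzyme wells for full effect; values of inactives mirror those of a sister screen read the other way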
tim10-1 inh – tim10-1 yeast growth inhibition. 330,000 compounds, 2.2% hits. S. cerevisiae tim10-1 ts strain growth, BacTiter-Glo, 24 h. inhibition, % at 20 µM;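 active = inhibition of at least 40%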;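 note: mutant grown at 25 °C; 0% = DMSO wells with yeast and 100% = wells holding no yeast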
hIAP inh – blocks human intestinal alkaline phosphatase | P09923 | purified IAP, CDP-Star luminescence, 30 min | inhibition, % at 10 µM | 330,000 compounds, 0.12% hits;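 active = inhibition reaching a set limit with compound at 10 µM in the primary screen, cut at about 35% in these data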;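 note: plate controls were DMSO wells with enzyme for no effect and no-enzyme buffer wells for full effect; values of inactives mirror those of a sister screen read the other way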
Target sequence (P09923 whole entry, looked up): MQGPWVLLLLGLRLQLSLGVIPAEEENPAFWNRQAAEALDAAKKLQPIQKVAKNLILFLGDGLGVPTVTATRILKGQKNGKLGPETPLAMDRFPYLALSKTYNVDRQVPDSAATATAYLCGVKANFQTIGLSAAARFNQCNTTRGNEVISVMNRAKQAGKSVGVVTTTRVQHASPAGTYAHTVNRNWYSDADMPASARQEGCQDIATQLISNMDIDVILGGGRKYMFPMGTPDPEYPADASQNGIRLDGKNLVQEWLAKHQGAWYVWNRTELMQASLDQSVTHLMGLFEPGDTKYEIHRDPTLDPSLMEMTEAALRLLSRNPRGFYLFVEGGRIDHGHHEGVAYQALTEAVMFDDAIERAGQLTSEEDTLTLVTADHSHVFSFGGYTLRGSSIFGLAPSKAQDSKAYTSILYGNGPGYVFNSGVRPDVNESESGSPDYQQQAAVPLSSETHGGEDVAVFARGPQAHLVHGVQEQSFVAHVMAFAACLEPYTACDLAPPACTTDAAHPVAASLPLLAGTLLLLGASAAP
mIAP act – increases mouse intestinal alkaline phosphatase activity. muIAP, CDP-Star luminescence, 30 min; hits give high values; 1 = vehicle-only enzyme signal, 0 = enzyme-free wells. 330,000 compounds, 0.24% hits. activation factor at 10 µM. AID 2805;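 active = activation factor of at least 2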; note: the source names both 10 and 20 µM as test concentration; values of inactives mirror those of a sister screen read the other way
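Assay system: mouse IAP enzyme; reagent: chemiluminescent substrate CDP-Star; dosing: test compounds delivered from DMSO solution; schedule: 30 min at room temperature; measured by: luminescence from enzymatic CDP-Star hydrolysis; controls: DMSO-only wells and no-enzyme negative control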
TIM10 inh – TIM10 yeast growth inhibition | inhibition, % at 10 µM | S. cerevisiae TIM10 strain growth, BacTiter-Glo luminescence, 24 h | 330,000 compounds, 1.4% hits;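 active = inhibition of 40% or more at the single tested concentration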;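 note: wild-type TIM10 isogenic control strain grown at permissive 25 °C; 0% = DMSO yeast wells and 100% = minimal medium wells without yeast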
ATG4B inhibitor – inhibitors of human ATG4B cysteine protease | Q9Y4P1 | ATG4B cleavage of LC3-PLA2, NBD-HPC fluorescence, 1 h | inhibition, % at 8.33 µM | 340,000 compounds, 0.51% hits; in the data active = inhibition above about 40%
Target sequence (Q9Y4P1 whole entry, looked up): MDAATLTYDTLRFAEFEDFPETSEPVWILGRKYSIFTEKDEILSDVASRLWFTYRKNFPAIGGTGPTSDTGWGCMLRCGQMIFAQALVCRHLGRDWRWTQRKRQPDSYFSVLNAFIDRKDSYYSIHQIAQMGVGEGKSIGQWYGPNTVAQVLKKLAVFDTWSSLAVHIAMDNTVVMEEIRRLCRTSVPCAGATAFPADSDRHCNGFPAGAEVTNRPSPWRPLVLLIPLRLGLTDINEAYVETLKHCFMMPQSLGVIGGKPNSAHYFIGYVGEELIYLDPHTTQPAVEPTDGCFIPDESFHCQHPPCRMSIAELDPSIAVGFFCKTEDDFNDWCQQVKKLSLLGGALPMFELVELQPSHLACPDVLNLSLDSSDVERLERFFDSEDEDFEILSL
hIAP act – human IAP activation; P09923; 330,000 compounds, 0.16% hits; purified human IAP, CDP-Star luminescence, 30 min; hits give high values; 1 = vehicle-only enzyme, 0 = enzyme-free background; activation factor at 10 µM;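 active = activation factor of the enzyme at least 2-fold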; note: the source names both 10 and 20 µM as test concentration; values of inactives mirror those of a sister screen read the other way
* hit, by the source's call.

Sequence of screens: Apaf-1 inh, ATG4B inhibitor, mIAP act, hIAP inh, mIAP inh, hIAP act, NLRP3 yeast inh, TIM10 inh, tim10-1 inh
1: O=C(Nc1ccccc1NC(=O)c1c(F)c(F)c(F)c(F)c1F)c1c(F)c(F)c(F)c(F)c1F
    3, -18, 0.94, 5, 6, 0.95, 0, -4, 15
2: Cc1coc(NC(=O)CSc2nc(-c3ccncc3)cc(C(F)(F)F)c2C#N)n1
    7, -18, 0.9, 11, 10, 0.89, 0, 2, 2
3: COCCNC(=O)c1onc(CSc2ccc(C(C)C)cc2)c1C(=O)O
    4, 4, 1.1, 7, -8, 0.93, -2, 0, 11
4: FC(F)(F)c1nnc2ccc(Sc3ccccn3)nn12
    4, 13, 1.1, -6, -7, 1.1, 3, 10, 7
5: Cc1ccc(OCC(=O)N2CCc3ccccc3C2)cc1
    5, 3, 1, -21, -2, 1.2, 17, 0, 4
6: O=C(Cn1nnc(-c2cccc(C(F)(F)F)c2)n1)NNS(=O)(=O)c1cccc(C(F)(F)F)c1
    12, -5, 0.97, -12, 3, 1.1, 9, 8, 14
7: CCOc1cc(C2C3=C(CC(C)(C)CC3=O)N(CCOC)C3=C2C(=O)CC(C)(C)C3)ccc1OC
    0, -6, 1.1, -8, -7, 1.1, 14, -5, 10
8: O=C(OCC(O)C(O)COC(=O)c1ccccc1)c1ccccc1 (stereo not given)
    2, -1, 0.99, -3, 1, 1, 5, -1, -7
9: CC(C)(C)c1ccc(C(=O)N/C(N)=N/c2nc3ccccc3o2)cc1
    0, 2, 1.1, -10, -15, 1.1, 18, -1, 24
10: N#Cc1nc(Cc2ccccc2)oc1N1CCC(C(N)=O)CC1
    -5, 1, 0.86, -1, 14, 1, 11, 2, -2
11: O=S(=O)(Nc1ccccc1)c1ccc(NS(=O)(=O)c2cccs2)cc1
    2, -8, 0.91, 7, 9, 0.93, 2, 6, -21
12: O=C(O)CC1(CC(=O)Nc2ccc3c(c2)OCCCO3)CCCCC1
    -13, 2, 1, 2, -4, 0.98, 0, 3, 9
13: CC1CN(C(c2ccco2)c2sc3ncnn3c2O)CC(C)O1 (stereo not given)
    -3, -12, 0.93, 0, 7, 1, 18, -2, 1
14: COC(=O)COc1ccc(S(=O)(=O)N2CCN(c3ccccc3F)CC2)cc1
    13, 9, 1, -16, -2, 1.2, -12, 40, 39
15: Cc1ccc(S(=O)(=O)c2nc(-c3cccs3)oc2N2CCC(C(N)=O)CC2)cc1
    3, 9, 1.1, -10, -9, 1.1, 18, -2, -2
16: COCc1cc(=O)[nH]c(SCC(=O)c2ccccc2)n1
    5, 6, 0.96, 6, 4, 0.94, 29, 6, 11
17: O=c1cc(C(F)(F)F)[nH]c2c(OC(F)(F)F)cccc12
    -14, -3, 0.97, 10, 3, 0.9, 3, 12, 1
18: CN1CCN(C(=O)CSc2nc3ccc(NC(=O)c4ccccc4F)cc3s2)CC1
    -21, -6, 0.93, 2, 7, 0.98, 19, 1, -13
19: CC1CCCN(S(=O)(=O)c2cc(Cl)ccc2Cl)C1 (stereo not given)
    -2, 0, 0.92, -6, 8, 1.1, -33, 8, 16
20: CC(=O)c1cccc(NC(=O)Nc2c(C)nn(C)c2C)c1
    1, -2, 1, -7, -3, 1.1, 7, -12, 6
21: CCOC(=O)c1cnc2c(cnn2C)c1Oc1ccc(OC)cc1
    -17, -6, 1, 1, -3, 0.99, 14, 24, 21
22: CC1CCN(C(=S)c2ccc(N(C)C)cc2)CC1
    -2, -4, 0.97, -12, 3, 1.1, 19, 7, 12
23: CSc1ccc(/C=N/NC(=O)CN2CCN(Cc3ccc(C)cc3)CC2)cc1
    1, -10, 0.94, 2, 6, 0.98, 12, 13, 15
24: O=C1N=NC2=C1c1c3ccccc3c(O)n1CC2
    10, -2, 1.1, -1, -7, 1, 20, 2, 17
25: CN(CC(=O)NCc1cccc(F)c1)C(=O)c1ccco1
    -15, -6, 0.94, 14, 6, 0.86, 16, 2, -8
26: O=C(Cn1cnc2ccccc21)N/N=C/c1ccc([N+](=O)[O-])cc1
    6, -7, 0.94, -3, 6, 1, 4, -2, 22
27: CC(=O)Oc1ccc(N(C(C)=O)S(=O)(=O)c2ccc(C)cc2C)c2ccccc12
    6, 5, 0.99, -6, 1, 1.1, 23, 2, 17
28: COc1ccc(C(=O)Nc2ccc(C3=NNC(=O)CC3C)cc2NC(=O)c2ccc(OC)cc2)cc1 (stereo not given)
    18, -29, 0.89, -9, 11, 1.1, -2, -5, -13
29: CC(CN1CCCCC1)C(=O)NN (stereo not given)
    10, -4, 1.1, 3, -10, 0.97, 2, 4, 0
30: COc1ccc(N2CCN(CC(O)c3c[nH]c4ccc(OC)cc34)CC2C)cc1 (stereo not given)
    0, -7, 0.99, -5, 0, 1, 12, -4, 2
31: N/N=C(\c1ccccc1)c1cc(Cl)ccc1N
    5, -2, 0.98, -13, 2, 1.1, 26, 29, 25
32: CC(C)n1cnc2c(NCc3ccccc3)cc(OCC3CCN(C)CC3)cc21
    96*, 0, 0.87, 2, 13, 0.98, 10, 0, 13
33: Cc1cc(C)cc(OCC(=O)Nc2nonc2NC(=O)COc2cc(C)cc(C)c2)c1
    6, -1, 0.98, -6, 2, 1.1, 15, 5, -5
34: CC1=C(C(=O)OC2CCCCC2)C(c2ccc(O)cc2)NC(=O)N1 (stereo not given)
    8, -5, 0.98, -16, 2, 1.2, 23, -2, 5
35: COC(=O)CSc1nc(SCc2ccccc2Cl)nc2c1CCCC2
    24, -1, 0.97, 2, 3, 0.98, 30, 4, 0
36: COc1ccc(/C(C)=N/Nc2nc3ccccc3nc2C)cc1
    0, 1, 0.89, 6, 12, 0.94, 34, 20, 28
37: C=CCCC1(C)C(=O)N(c2ccccc2)c2ccccc21 (stereo not given)
    12, -4, 1.1, 4, -10, 0.96, -31, 10, 11
38: COc1ccccc1NC(=O)c1c(C)oc2c1CCCC2
    15, 5, 1.1, -8, -9, 1.1, 5, -3, 16
39: Cc1ccc(/C=C/C(=O)OC(C)C(=O)Nc2ccc(Cl)cn2)o1 (stereo not given)
    9, 2, 1, -18, 0, 1.2, 16, 1, 19
40: CCc1ccccc1OCC(=O)Nc1cccc(S(=O)(=O)NC2=NCCC2)c1
    11, -14, 1.1, -17, -12, 1.2, 17, 5, 3

Quoted from the listing for reference:
Sequence of screens: Apaf-1 inh, ATG4B inhibitor, mIAP act, hIAP inh, mIAP inh, hIAP act, NLRP3 yeast inh, TIM10 inh, tim10-1 inh
12: O=C(O)CC1(CC(=O)Nc2ccc3c(c2)OCCCO3)CCCCC1
    -13, 2, 1, 2, -4, 0.98, 0, 3, 9
13: CC1CN(C(c2ccco2)c2sc3ncnn3c2O)CC(C)O1 (stereo not given)
    -3, -12, 0.93, 0, 7, 1, 18, -2, 1
14: COC(=O)COc1ccc(S(=O)(=O)N2CCN(c3ccccc3F)CC2)cc1
    13, 9, 1, -16, -2, 1.2, -12, 40, 39
15: Cc1ccc(S(=O)(=O)c2nc(-c3cccs3)oc2N2CCC(C(N)=O)CC2)cc1
    3, 9, 1.1, -10, -9, 1.1, 18, -2, -2
16: COCc1cc(=O)[nH]c(SCC(=O)c2ccccc2)n1
    5, 6, 0.96, 6, 4, 0.94, 29, 6, 11
17: O=c1cc(C(F)(F)F)[nH]c2c(OC(F)(F)F)cccc12
    -14, -3, 0.97, 10, 3, 0.9, 3, 12, 1
18: CN1CCN(C(=O)CSc2nc3ccc(NC(=O)c4ccccc4F)cc3s2)CC1
    -21, -6, 0.93, 2, 7, 0.98, 19, 1, -13
19: CC1CCCN(S(=O)(=O)c2cc(Cl)ccc2Cl)C1 (stereo not given)
    -2, 0, 0.92, -6, 8, 1.1, -33, 8, 16
20: CC(=O)c1cccc(NC(=O)Nc2c(C)nn(C)c2C)c1
    1, -2, 1, -7, -3, 1.1, 7, -12, 6
21: CCOC(=O)c1cnc2c(cnn2C)c1Oc1ccc(OC)cc1
    -17, -6, 1, 1, -3, 0.99, 14, 24, 21

Next results:
Sequence of screens: Apaf-1 inh, ATG4B inhibitor, mIAP act, hIAP inh, mIAP inh, hIAP act, NLRP3 yeast inh, TIM10 inh, tim10-1 inh
41: O=C1Nc2ccc([N+](=O)[O-])cc2OC1CCN1CCCC1 (stereo not given)
    -12, -2, 1, 13, -1, 0.87, 4, -3, 9
42: CCOC(=O)c1cc(C)[nH]c(=O)c1C#N
    7, -5, 1, 1, -4, 0.99, 2, -10, -3
43: CC(/C=N/NC(=O)c1cc(C(C)C)[nH]n1)=C\c1ccccc1
    5, -1, 0.91, -22, 9, 1.2, -8, 22, 8
44: CC(C)(C)NC(=O)N1CCCN(c2ccc(C(F)(F)F)cn2)CC1
    11, -3, 0.99, 2, 1, 0.98, 10, -20, -4
45: CCOC(=O)c1c(N)sc2c1CCCC2=O
    -13, -10, 1, -10, -2, 1.1, 1, 13, -2
46: C=CCn1c(O)c(C=Nc2ccc(Cc3ccncc3)cc2)c(=O)[nH]c1=S
    20, -11, 0.97, 11, 3, 0.89, 12, -3, 19
47: Cn1cnnc1SCC(=O)NC(=O)NCc1ccccc1
    -13, 10, 1, -6, -2, 1.1, 8, -7, -7
48: O=C1CC(c2ccco2)Cc2nc(N3CCc4ccccc4C3)ncc21 (stereo not given)
    38, 3, 1.1, 10, -8, 0.9, 24, 13, 29
49: CCN(CC(=O)Nc1cccc(F)c1)Cc1nc2ccccc2c(=O)[nH]1
    -4, -9, 1.1, -43, -7, 1.4, 10, -10, 0
50: Cc1ccc(NC(=O)Cn2cc(S(=O)(=O)c3ccc(F)cc3)c(=O)c3cc(F)ccc32)cc1
    2, 1, 0.93, 2, 7, 0.98, 4, 9, 3
51: COc1ccccc1NC(=O)COC(=O)Cc1cccs1
    7, -3, 1, -14, -4, 1.1, 7, -2, 0
52: Cc1ccc(CC(=O)NCCS(=O)c2ccc(C)cc2)cc1 (stereo not given)
    -6, -8, 0.96, 7, 4, 0.93, 5, 16, 4
53: CC(=O)Nc1cccc(S(C)(=O)=O)c1
    2, 5, 1.1, 11, -11, 0.89, 10, 7, -7
54: CCN1C(=O)C(C)S/C1=N\S(=O)(=O)c1ccc(F)cc1 (stereo not given)
    8, -3, 1, -1, -1, 1, 12, -7, 14

Screening data from PubChem BioAssay.

The order is random; about 4.5% have a hit in one of these screens.
